GDH-TPI inh: counter-screen for M. tuberculosis FBA inhibitors: GDH-TPI coupled enzymes; GDH-TPI coupled enzyme counterscreen, NADH absorbance; inhibition, % at 4.8 µM; actives 1.2% (n = 360,000); AID 588335;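 also: 0% = DMSO wells and 100% = wells lacking the enzyme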
PrPC surface inh: inhibitors of human cell surface prion protein PrPC; P04156; TR-FRET read-out; inhibition, % at 13.8 µM; actives 0.43% (n = 370,000); AID 720596; in the data active = inhibition above about 24%; also: 0% = median of the test wells and 100% = reference compound wells
BoNT F protease: blocks Botulinum neurotoxin F light chain protease | actives 0.22% (n = 360,000) | Multiplex microsphere protease cleavage assay, flow cytometry | inhibition, % at 10 µM; in the data active = inhibition above about 35%, passing the limit was not always enough; inconclusive = no clear call, values can overlap the other calls; also: plate controls were buffer without enzyme for full effect and enzyme alone for no effect
BoNT A protease: inhibitors of Botulinum neurotoxin A light chain protease | multiplex microsphere protease substrate cleavage, flow cytometry | inhibition, % at 10 µM | actives 0.17% (n = 360,000); in the data active = inhibition above about 30%; inconclusive = no clear call, values can overlap the other calls; also: plate controls were buffer without enzyme for full effect and enzyme alone for no effect
Mtb UGM inh: blocks M. tuberculosis UGM enzyme; P9WIQ1; purified UGM, fluorescence polarization probe displacement; inhibition, % at 10 µM; actives 0.06% (n = 320,000); in the data active = inhibition above about 10%, passing the limit was not always enough; inconclusive = no clear call, values can overlap the other calls
Target sequence (P9WIQ1 whole entry, looked up): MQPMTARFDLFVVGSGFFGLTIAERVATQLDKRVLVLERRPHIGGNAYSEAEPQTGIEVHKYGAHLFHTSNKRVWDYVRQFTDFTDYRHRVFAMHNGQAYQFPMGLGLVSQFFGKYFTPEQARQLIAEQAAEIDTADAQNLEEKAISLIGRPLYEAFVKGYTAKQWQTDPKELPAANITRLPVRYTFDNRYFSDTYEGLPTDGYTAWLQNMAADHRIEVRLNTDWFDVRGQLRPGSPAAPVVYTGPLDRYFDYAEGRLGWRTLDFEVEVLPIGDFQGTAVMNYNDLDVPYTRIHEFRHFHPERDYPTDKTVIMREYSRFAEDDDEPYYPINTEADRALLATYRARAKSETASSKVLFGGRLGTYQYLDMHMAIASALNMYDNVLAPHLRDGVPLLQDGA
Mtb BioA inh: inhibitors of Mycobacterium tuberculosis BioA enzyme; actives 0.096% (n = 360,000); purified M. tuberculosis BioA enzyme, plate reader; AID 602481; inhibition, % at 9.99 µM; in the data active = inhibition above about 40%; inconclusive = no clear call, values can overlap the other calls
FadD28 binding: blocks FadD28 binding to the bisubstrate probe; actives 0.22% (n = 360,000); fluorescence polarization; inhibition, % at 12.5 µM; in the data active = inhibition above about 8.5%, passing the limit was not always enough; inconclusive = no clear call, values can overlap the other calls
FBA Mtb inh: inhibitors of M. tuberculosis fructose-bisphosphate aldolase | actives 2.3% (n = 360,000) | purified M. tuberculosis FBA, fluorescence read-out | P9WQA3 | inhibition, % at 1 µM; in the data active = inhibition above about 27%;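 also: 0% = vehicle and 100% = reference inhibitor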
Target sequence (P9WQA3 whole entry, looked up): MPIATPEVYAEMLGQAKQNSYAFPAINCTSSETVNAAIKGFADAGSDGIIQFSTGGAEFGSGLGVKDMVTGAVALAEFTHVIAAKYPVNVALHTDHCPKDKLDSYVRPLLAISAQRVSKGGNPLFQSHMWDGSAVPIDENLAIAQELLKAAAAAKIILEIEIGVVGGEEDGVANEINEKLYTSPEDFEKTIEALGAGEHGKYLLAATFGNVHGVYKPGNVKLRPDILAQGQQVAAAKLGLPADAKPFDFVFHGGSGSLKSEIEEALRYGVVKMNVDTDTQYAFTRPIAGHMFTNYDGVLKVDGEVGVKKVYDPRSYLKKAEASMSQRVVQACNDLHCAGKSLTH
CCHF vOTU inh: blocks the CCHF virus ovarian tumor domain protease | CCHFV vOTU protease, Pep-AMC fluorescence | inhibition, % at 11.5 µM | actives 0.55% (n = 370,000) | AID 651958; also: 0% = vehicle wells with enzyme and 100% = no enzyme wells
Starred values were filed as active, the others as inactive; ? = inconclusive; nt = no result given; & = joins results of further samples. Rule as the data show it, unless noted: active = inhibition above about 30%; inactive = the rest.

item	compound	Mtb BioA inh	Mtb UGM inh	BoNT F protease	CCHF vOTU inh	FadD28 binding	PrPC surface inh	BoNT A protease	FBA Mtb inh	GDH-TPI inh
1	COC(=O)c1cc2c(cc1Cl)SC(=NCCCN1CCOCC1)NS2(=O)=O	-0.4	-2.9	?	8	-2.4	5	-0.6	-3	3
2	Cc1ccc(Oc2ccccc2NC(=O)CSCC(=O)Nc2cc(C)on2)cc1	2.0	1.0	-2	4	-1.7	9	-8.9	1	5
3	COc1ccc(CNc2nc(NCc3ccc(OC)cc3)c3[nH]cnc3n2)cc1	0.9	-1.3	-5	19	-1.1	8	-0.1	4	2
4	COc1ccc(-n2c(C)cc(C(=O)COC(=O)Cn3cnc4ccccc43)c2C)cc1	-0.6	2.4	-11	9	-4.6	12	-1.0	15	3
5	Cc1cccc(-n2nc3c(c2NC(=O)C(C)C)CSC3)c1	5.5	-0.7	12	-14	-2.0	1	2.5	0	9
6	O=C(C1=NOC2(C1)C(=O)Nc1ccccc12)N1CCCC1 (configuration not stated)	nt	nt	7	7	nt	-5	0.0	nt	nt
7	O=C(O)/C=C/c1ccc(S(=O)(=O)Nc2cccnc2)cc1	2.0	2.0	-6	-5	0.1	-4	0.3	2	8
8	Clc1ccc(-c2csc(N3CCN(c4ccccc4)CC3)n2)cc1	-1.2	nt	-2	19	0.2	1	0.0	3	4
9	O=S(=O)(NC1CCCCCCC1)c1ccccc1	7.1	3.9	-11	7	-1.8	-4	0.5	-1	18
10	COc1ccc(-c2cnc3c(NC(C)=O)cc(-c4ccc(S(C)(=O)=O)cc4)cn23)cc1OC	0.1	nt	-2	4	-3.0	-26	0.5	-2	0
11	Cc1cccc(C(=O)NNC(=S)NC(=O)c2ccccc2)c1	0.1	1.2	?	4	-2.0	-6	-0.8	-3	8
12	CC(C)C(=O)Nc1ccc(C(=O)N/N=C/c2cc(Br)cc(Br)c2O)cc1	nt	3.6	-4	32*	-3.8	7	3.1	0	4
13	O=C(O)c1cc(Cl)c2c(c1)[C@@H]1C=CC[C@@H]1[C@H](c1ccc(S(=O)(=O)N3CCOCC3)cc1)N2	0.6	1.1	-12	nt	0.2	nt	0.1	-2	1
14	CC1=C(C(=O)OCc2ccccc2)C(c2ccc(C(F)(F)F)cc2)NC(=O)N1CCCCCC(=O)O (configuration not stated)	2.8	-3.9	-4	13	-4.1	2	-0.6	-4	-4
15	CCC(C)(C)n1nnnc1C(C(C)C)N(CCN1CCOCC1)Cc1cc2cccc(C)c2[nH]c1=O (configuration not stated)	1.0	-6.2	3	4	-0.3	-6	3.7	6	6
16	C/C(=N\NC(=O)c1ccc(C(=O)N/N=C(\C)c2ccco2)o1)c1ccco1	-3.8	0.4	-5	1	-4.6	3	-0.9	0	31*

Whole records as entered above.
Shown for COc1ccc(-c2cnc3c(NC(C)=O)cc(-c4ccc(S(C)(=O)=O)cc4)cn23)cc1OC = Mtb BioA inh: 0.1; Mtb UGM inh: nt; BoNT F protease: -2; CCHF vOTU inh: 4; FadD28 binding: -3.0; PrPC surface inh: -26; BoNT A protease: 0.5; FBA Mtb inh: -2; GDH-TPI inh: 0
Shown for Clc1ccc(-c2csc(N3CCN(c4ccccc4)CC3)n2)cc1 = Mtb BioA inh: -1.2; Mtb UGM inh: nt; BoNT F protease: -2; CCHF vOTU inh: 19; FadD28 binding: 0.2; PrPC surface inh: 1; BoNT A protease: 0.0; FBA Mtb inh: 3; GDH-TPI inh: 4

Carrying on:
item	compound	Mtb BioA inh	Mtb UGM inh	BoNT F protease	CCHF vOTU inh	FadD28 binding	PrPC surface inh	BoNT A protease	FBA Mtb inh	GDH-TPI inh
17	Cn1ccnc1SCC(=O)c1ccc(O)cc1	-0.1	2.8	0	12	-1.1	-8	-1.1	2	24
18	CCN(CC)CCn1c(SCC(=O)NCc2ccccc2)nc2c(sc3ccccc32)c1=O	-0.6	1.0	0	-5	-3.0	-3	-0.4	6	-2
19	CCN1CCc2nc3ccccc3c(C(=O)Nc3ccc(F)cc3)c2C1	-0.3	-1.9	-12	-1	-2.4	-10	-1.7	2	6
20	O=C(Nc1cc(F)ccc1F)c1cccc(-n2cnnn2)c1	nt	-1.3	-7	-5	0.0	-5	-2.4	1	4
21	COC(=O)c1sc(=S)n(-c2ccccc2OC)c1N	-1.0	-2.4	-3	9	-3.2	-1	-1.1	-1	23
22	CCC(Oc1ccccc1OC)C(=O)Nc1ccc2c(c1)OCCO2 (configuration not stated)	-0.3	-0.2	9	-11	-4.4	-3	-0.1	-6	11
23	CCOC(=O)c1cc(-c2ccc(C#N)cc2)nc2c1c(C)nn2CCC#N	nt	-1.5	-6	-1	0.2	1	0.3	22	0
24	O=C(NC(=S)Nc1ccccc1)c1cccs1	nt	-2.2	-9	-11	-6.2	-5	1.3	-1	0
25	COC(=O)c1ccc(C)c(-n2c(C)cc(C=O)c2C)c1	nt	-1.5	3	0	-0.7	-3	0.6	6	-3
26	Cc1ccc(S(=O)(=O)NCCC(=O)N2CCN(C/C=C/c3ccccc3)CC2)cc1	1.4	1.7	6	19	nt	6	0.0	2	3
27	CCc1nnc(NC(=O)CSc2nnc(-c3ccc(NS(=O)(=O)c4ccccc4)cc3)o2)s1	-0.6	-1.1	-12	13	-4.6	-3	-0.3	0	13
28	Cc1ccc2c(c1)C(c1ccccc1)N(C(=O)c1ccc(S(=O)(=O)N3CCOCC3)cc1)CC(=O)N2 (configuration not stated)	nt	-2.0	-17	-6	1.1	8	-0.2	4	1
29	O=C(c1ccccc1Br)N1CCN(Cc2ccc3c(c2)OCO3)CC1	1.2	-1.5	-1	6	0.5	5	-5.2	-1	-4
30	O=[N+]([O-])c1ccc(N2CCCC2)cc1N/N=C1\CN2CCC1CC2	0.3	1.2	-22	17	-2.2	-42	0.4	-26	1
31	COc1ccc(N2CCN(CCNC(=O)Nc3cccc(C)c3C)CC2)cc1	-1.0	0.9	-23	-12	-0.5	-3	1.5	6	13
32	CCc1nc2c(OCc3ccc(Cl)cc3)cccn2c1N(C)C(=O)c1ccco1	1.2	nt	-2	-1	-3.6	-2	0.2	3	9
33	COc1ccc(NC(=O)C[C@@H]2C(=O)N(c3ccc(OC)cc3)CC2(C)C)cc1	nt	nt	-8	7	-0.8	2	-0.5	3	-1
34	C1=C(c2ccccc2)Nc2nnnn2C1	-1.7	-1.2	-6	-13	-0.7	-4	0.0	87*	0
35	Cc1cc(C)nc(NS(=O)(=O)c2ccc(NC(=O)CSc3nc(-c4ccccc4)c(C#N)c(=O)[nH]3)cc2)n1	nt	1.9	-5	0	-3.9	50*	0.3	10	7
36	COc1cccc(-c2c(C(=O)N/N=C(\C)c3ccco3)nnn2-c2nonc2N)c1	1.2	-0.3	-2	7	0.6	2	-0.8	2	13
37	COc1ccc(NC(=O)CS(=O)c2cccc(Cl)c2)cc1 (configuration not stated)	1.2	-0.7	-76	-8	1.2	0	-44	0	-2
38	Cc1cc(F)ccc1C(O)c1ncc(-c2ccccc2F)[nH]1 (configuration not stated)	1.4	nt	-3	4	-1.0	-5	-0.4	1	4
39	Cc1ccc(C)c(N2CCN(C(=O)c3ccc4c(=O)n5c(nc4c3)CCCCC5)CC2)c1	1.3	nt	-7	2	-1.8	8	-1.0	5	10
40	COc1cccc(NC(=O)C2CCC(CNS(=O)(=O)c3cccs3)CC2)c1 (configuration not stated)	nt	-2.4	-12	8	-0.3	7	0.3	4	1
41	C=CCn1cc(/C=C2/NC(=O)NC2=O)c2ccccc21	nt	3.3	?	12	-1.7	-5	-0.4	-2	21
42	COc1ccc(Cc2nc3ccc(C(=O)N(C)Cc4nccn4C)cc3o2)cc1	-0.1	nt	-3	-4	0.8	5	-0.1	2	6
43	O=C(NNC1=C(C(=O)C(F)(F)F)CCC1)c1ccncc1	nt	-1.0	-4	21	-0.8	6	-1.2	-1	4
44	CCSc1ncc(/C=N/Nc2ccc(F)cc2)n1C	1.7	1.9	-17	1	0.6	0	-0.7	-2	-1
45	Cc1ccc(C(=O)OCC(=O)N(C)C2CCS(=O)(=O)C2)cc1[N+](=O)[O-] (configuration not stated)	nt	1.0	-2	-10	-3.9	-5	-0.3	-5	-3
46	Cc1nn(C)c(=O)n1-c1ccccc1	-1.6	0.0	-2	-4	-5.3	6	-0.7	1	-8
47	CCOC(=O)c1cnc(-c2ccccc2)nc1Oc1ccc(Cl)cc1	-1.1	2.6	-5	-2	-3.5	10	-0.1	0	3
48	Cc1cc(C(=O)Nc2sccc2C#N)c2ccccc2n1	0.0	-5.2	-25	13	-1.0	-9	0.2	-5	7
49	O=C1c2ccccc2NC(c2cccc([N+](=O)[O-])c2)N1CCc1ccccc1 (configuration not stated)	0.5	-0.6	3	4	-3.3	-12	0.5	-2	4
50	CCOc1ccccc1NC(=O)COC(=O)c1c[nH]c2ccccc12	nt	nt	?	-1	-0.4	1	-0.2	24	10
51	Cn1c(NCc2ccco2)nc2c1c(=O)n(Cc1ccc(Cl)c(Cl)c1)c(=O)n2C	0.3	1.1	-21	0	-2.8	5	-1.6	-1	5
52	Cc1ccc(C(=O)Oc2oc(-c3ccco3)nc2C=Nc2ccc(Cl)cc2)cc1	nt	-1.2	-1	3	2.2	4	0.2	2	3
53	COc1ccc(C(=O)C2CCCN(C(=O)c3csc(C(C)=O)c3)C2)c(C)c1 (configuration not stated)	13	-1.3	-4	16	-0.7	4	1.2	0	-9
54	CCCc1nc2ccccc2n1CCOC	1.9	-0.7	0	-12	-5.1	-2	-0.4	-4	-9
55	CCN1C(=O)[C@H]2[C@@H](c3ccccc3)N[C@]3(CCCN(Cc4ccccc4)C3=O)[C@H]2C1=O	0.5	nt	-2	-7	0.1	-3	-0.5	-1	0
56	CC(C)NC(=O)N(C)C[C@H]1Oc2c(NC(=O)c3ccc(-c4nccs4)cc3)cccc2C(=O)N([C@@H](C)CO)C[C@H]1C	-1.6&0.9	-3.4	-2	16	-3.7	-12	0.1	2	12
57	Cc1ccc(NNC(N)=S)cc1Cl	4.4	2.8	3	9	-3.2	-6	-0.4	0	5
58	O=C(CSc1nnc(-c2ccccn2)o1)Nc1ccccc1F	-0.5	-2.7	-3	-6	0.9	8	0.2	-2	-4
59	CC1CCN(C(=O)c2ccc(N3C(=O)C4CCC(C)CC4C3=O)cc2)CC1 (configuration not stated)	nt	0.4	?	-12	-4.3	-4	?	0	7
60	Cn1c(-c2ccsc2)c(-c2cccs2)c2cc(Br)ccc21	-2.3	-1.5	-4	-7	-0.4	-5	0.2	2	10
61	CN(CCc1ccccn1)C(=O)CCC1CCCN(C(=O)c2c3c(nn2C)CCCC3)C1 (configuration not stated)	nt	-0.5	10	-21	0.7	3	-0.6	1	3
62	CC1(C)[C@H]2CC=C(CN3CCC(N4CCC(C(=O)N5CCCC5)CC4)CC3)[C@@H]1C2	-1.8	0.5	3	-10	0.3	-4	-0.9	-2	4
63	O=C(CNC(=O)c1ccccc1)Nc1cccc(C(F)(F)F)c1	1.3	3.1	-3	8	-3.5	0	0.6	-2	-1
64	C=CCn1c(C)cc(C(=O)Cn2c(C(C)O)nc3ccccc32)c1C (configuration not stated)	-0.9	-0.5	-2	-3	-2.4	1	-0.2	74*	7
65	CCOc1ccc(S(=O)(=O)Nc2ccc(S(=O)(=O)N3CCOCC3)cc2)cc1	-0.6	0.2	-8	9	-1.1	-7	-0.4	-2	10
66	O=C(NC1CCCCCCC1)c1c(O)c2ccccc2[nH]c1=O	-1.7	1.1	-6	4	-4.2	-2	-0.2	-4	-2
67	NC(=O)c1ccsc1NC(=O)COC(=O)CCCOc1ccccc1	0.1	nt	2	15	1.6	9	-2.1	0	-3
68	O=c1c2ccccc2nc2n1C(CSc1ccccc1)CS2 (configuration not stated)	nt	-0.9	9	-15	-2.1	-1	-0.4	1	-9
69	CN(C)c1ccc(CC(=O)N2CCCCC2c2cc(C(=O)Nc3cccc4c3CCCC4)no2)cc1 (configuration not stated)	-1.5	nt	2	10	-2.8	11	-0.4	0	11
70	COc1ccc2c(c1)cc(C(O)c1ccccn1)n2S(=O)(=O)c1ccccc1 (configuration not stated)	1.1	-2.9	-17	4	-6.6	-6	-2.5	-2	4
